M5 ag: human M5 muscarinic receptor agonists, primary screen, CHO-K1 cells, Fluo-8 calcium fluorescence; Muscarinic acetylcholine receptor M5 (Homo sapiens), P08912; CHO-K1 hM5 cells; 0% DMSO wells, 100% maximal acetylcholine response; activation, % at 3 µM; hit rate 0.19% among 360,000; AID 624037, 2012;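 active means activation above the run's mean over test compounds plus 3 SD, cut at about 23% in these data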;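 further: signal is peak over basal fluorescence ratio across the kinetic read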
CHRM4 agonist: human M4 muscarinic receptor agonists, primary screen, CHO-K1 cells, Fluo-8 calcium fluorescence; Muscarinic acetylcholine receptor M4 (Homo sapiens), P08173; CHO-K1 hM4/Gqi5; vehicle 0%, full acetylcholine response 100%; activation, % at 3 µM; hit rate 0.14% among 360,000; AID 624127, 2012;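 active means activation above the run mean over all test wells plus 3 SD, cut at about 32% in these data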;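 further: peak over basal fluorescence ratio per well then scaled between controls; 0% = DMSO wells and 100% = acetylcholine at EC100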
Target sequence (P08173 whole entry, looked up): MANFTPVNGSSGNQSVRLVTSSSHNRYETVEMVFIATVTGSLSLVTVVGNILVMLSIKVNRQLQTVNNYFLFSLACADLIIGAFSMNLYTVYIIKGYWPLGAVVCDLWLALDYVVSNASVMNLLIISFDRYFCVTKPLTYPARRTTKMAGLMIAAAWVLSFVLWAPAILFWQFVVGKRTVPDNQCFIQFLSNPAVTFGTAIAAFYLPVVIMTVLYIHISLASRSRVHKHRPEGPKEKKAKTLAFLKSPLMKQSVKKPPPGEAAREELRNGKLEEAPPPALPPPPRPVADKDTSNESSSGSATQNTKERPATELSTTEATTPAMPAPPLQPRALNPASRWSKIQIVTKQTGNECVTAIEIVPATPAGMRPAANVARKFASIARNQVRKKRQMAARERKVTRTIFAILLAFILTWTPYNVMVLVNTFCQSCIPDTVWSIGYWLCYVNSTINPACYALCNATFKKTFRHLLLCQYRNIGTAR
CHRM5 PAM: human M5 muscarinic receptor positive allosteric modulators, primary screen, CHO-K1 cells, Fluo-8 calcium fluorescence | activation, % at 3 µM | AID 624038, 2012 | Muscarinic acetylcholine receptor M5 (Homo sapiens), P08912 | CHO-K1 hM5, ACh EC20 PAM; 0% = ACh EC20, 100% = ACh EC100 | hit rate 0.3% among 360,000;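 active means activation above the run cutoff, the mean activation of all test compounds plus 3 SD, cut at about 18% in these data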
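Probe or stimulus: acetylcholine, EC20 level; Assay system: human M5 receptor in CHO-K1 cells; Schedule: compound preincubation 140 s before EC20 acetylcholine addition; Technique: intracellular calcium via Fluo-8 fluorescence; Dosing: single-point, 3 µM nominal; Read-out basis: percent activation from peak-over-basal fluorescence ratio, scaled EC20-to-EC100 acetylcholine; Repeats: one well per compound, no replicates.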
M1 ag: human M1 muscarinic receptor agonists, primary screen, Fluo-8 calcium fluorescence, CHO-K1 cells, HTS | hit rate 0.33% among 360,000 | AID 588814, 2011 | activation, % at 3 µM | CHO-K1 hM1, agonist mode; 0% DMSO, 100% acetylcholine EC100;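 active means activation above the run's mean compound activation plus 3 SD, cut at about 16% in these data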;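 further: peak over basal fluorescence ratio within a 140 s kinetic read after compound addition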
TAAR1 ag: human TAAR1 agonists, primary screen, Fluo-8 calcium fluorescence, CHO RD-HGA16 cells | vehicle wells 0%, saturating PEA agonist 100% | activation, % at 3 µM | hit rate 0.99% among 360,000 | AID 624467, 2012;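 active means activation above the mean activation of all test compounds in the run plus 3 SD, cut at about 38% in these data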
Target sequence (Q96RJ0 whole entry, looked up): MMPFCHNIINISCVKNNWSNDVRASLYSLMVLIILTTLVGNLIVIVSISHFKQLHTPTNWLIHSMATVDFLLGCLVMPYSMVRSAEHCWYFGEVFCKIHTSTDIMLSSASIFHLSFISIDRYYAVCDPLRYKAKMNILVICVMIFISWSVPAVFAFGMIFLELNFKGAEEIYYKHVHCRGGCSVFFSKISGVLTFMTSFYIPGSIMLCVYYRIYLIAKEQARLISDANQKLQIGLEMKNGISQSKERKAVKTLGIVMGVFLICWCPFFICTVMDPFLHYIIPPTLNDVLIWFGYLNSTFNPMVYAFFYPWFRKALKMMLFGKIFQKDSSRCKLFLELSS
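test system = CHO RD-HGA16 cells carrying human TAAR1 plus Gα16 | schedule = 17-24 h seeding, 75 min 37 °C dye, 30 min RT | compound dosing = 3 µM single concentration | control set = DMSO and PEA EC100 | replicates = n 1 | signal = Fluo-8 fluorescence, 5 s baseline then 140 s kinetic read | measure = percent activation vs PEA EC100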
CHRM1 PAM: human M1 muscarinic receptor positive allosteric modulators, primary screen, CHO-K1 cells, Fluo-8 calcium fluorescence, 1536-well. activation, % at 3 µM. hit rate 0.088% among 360,000. CHO-K1 hM1, ACh EC20; 0% = ACh EC20, 100% = maximal ACh; in the data active means activation above about 19%, passing the limit was not always enough
M1 antag: human M1 muscarinic receptor antagonists, primary screen, CHO-K1 cells, Fluo-8 calcium fluorescence, 1536-well; inhibition, % at 3 µM; CHO-K1 hM1, ACh EC80 antagonist; Muscarinic acetylcholine receptor M1 (Homo sapiens), P11229; hit rate 1.3% among 360,000;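 active means percent inhibition above its own plate's cutoff, namely the mean of that plate's compound wells plus 3 SD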;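 further: peak over basal fluorescence ratio during 140 s after agonist addition; 0% = ACh EC80 plus DMSO and 100% = DMSO alone without agonist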
CHRM4 antagonist: human M4 muscarinic receptor antagonists, primary screen, CHO cells, Fluo-8 calcium fluorescence; CHO-hM4 cells, ACh EC80; AID 624125, 2012; hit rate 0.73% among 360,000; inhibition, % at 3 µM;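 active means inhibition above its plate's cutoff, the mean inhibition of sample wells plus 3 SD, cut at about 27% in these data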;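 further: 0% = acetylcholine EC80 with DMSO and 100% = DMSO without agonist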
CHRM5 antagonist: human M5 muscarinic receptor antagonists, primary screen, CHO cells, Fluo-8 calcium fluorescence; AID 624040, 2012; Muscarinic acetylcholine receptor M5 (Homo sapiens), P08912; inhibition, % at 3 µM; CHO-hM5 cells, ACh EC80; hit rate 0.59% among 360,000;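 active means inhibition above a per-plate cutoff, the mean of that plate's test compounds plus 3 SD, cut at about 27% in these data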;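 further: 0% = acetylcholine EC80 with DMSO and 100% = DMSO without agonist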
An asterisk follows results filed as active; x = not tested or not shown. This is a subset (hit frequency here may not be typical).

SMILES | M5 ag | CHRM4 agonist | CHRM5 PAM | M1 ag | TAAR1 ag | CHRM1 PAM | M1 antag | CHRM4 antagonist | CHRM5 antagonist
O=[N+]([O-])c1ccccc1S(=O)(=O)Oc1ccccc1/C=N/n1cnnc1 | -2 | 3 | -7 | -9 | 1 | 0 | -5 | -2 | 9
CC(=O)Nc1ccc(NS(=O)(=O)c2cc(Cl)ccc2Cl)cc1 | 2 | 2 | -6 | 2 | 3 | 4 | -20 | -3 | 2
CCOc1ccc(C(=O)NCC(=O)Nc2cc(C)ccn2)cc1OCC | 0 | 0 | 8 | -5 | -2 | -8 | 15 | 3 | 12
CCCN(CC(=O)Nc1ccccc1OC)C(=O)c1ccc2ncsc2c1 | 3 | 4 | 1 | -1 | 10 | 6 | -9 | -8 | -3
Cc1ccc(NC(=O)CN(C)C(=O)c2ccccc2Sc2ccccc2C#N)cc1 | -1 | 4 | -6 | -2 | 6 | 2 | -4 | -2 | 0
Cc1ccc(C(NC(=O)NC(C)c2ccccc2)C(Cl)(Cl)Cl)cc1F (stereo not drawn) | -3 | 4 | -8 | -6 | 5 | -19 | 19 | -1 | 5
COc1ccc(CNC(=O)CSc2n[nH]c(N)n2)cc1 | -1 | 2 | 10 | 1 | 2 | 10 | 5 | -9 | -2
O=C(COC(=O)c1ccco1)Nc1nc2c(F)c(F)c(F)cc2s1 | -1 | 1 | 1 | 0 | -2 | 10 | 0 | -13 | 6
CCOC(=O)Cc1csc(NC(=S)NC(=O)c2cccc([N+](=O)[O-])c2)n1 | 0 | 1 | 1 | -7 | 0 | 11 | -4 | -7 | -8
COc1cccc(CNC(=O)N2CCN(S(=O)(=O)c3ccc(C)cc3)CC2)c1 | -3 | 1 | 0 | 1 | 0 | 12 | 8 | -7 | 10
Cc1c(NC(=O)c2noc3c2CCc2ccccc2-3)c(=O)n(-c2ccccc2)n1C | 1 | 0 | -6 | -3 | -1 | 5 | -14 | -16 | 5
CC(C)n1ncc2c(C(=O)N3CCN(S(=O)(=O)c4cccc(F)c4)CC3)cc(C3CC3)nc21 | 0 | 3 | -3 | -1 | 2 | 9 | -13 | -12 | 5
O=C(Nc1ccc(N2CCOCC2)cc1)c1cccc2ccccc12 | -2 | 1 | -6 | -1 | 4 | 3 | -2 | 11 | 17
CN(C)S(=O)(=O)c1ccc(Cl)c(NC(=O)CN2CCN(Cc3ccc4c(c3)OCO4)CC2)c1 | 2 | 6 | -1 | -5 | 2 | 1 | -9 | -21 | -6
O=C(OCCN1CCCCC1)c1c[nH]c2ccccc12 | 0 | 1 | -4 | -7 | 1 | -6 | -9 | 18 | -2
COc1ccccc1N1CCN(C2CCCN(S(=O)(=O)c3ccccc3)C2)CC1 (stereo not drawn) | -2 | 8 | -3 | -1 | 2 | 10 | 0 | 5 | 6
CCCn1c(N)c(C(=O)CN2CCc3ccccc3C2)c(=O)n(C)c1=O | -5 | 1 | -2 | -15 | 21 | 3 | -7 | 1 | -9
CCn1c(Cc2ccccc2)nnc1SCC(=O)c1c(N)n(C2CC2)c(=O)[nH]c1=O | 1 | 0 | 1 | -8 | 0 | 13 | -16 | -5 | 10
COc1cccc(C(=O)N2CCN(Cc3ccccc3[N+](=O)[O-])CC2)c1 | -2 | 1 | -5 | -6 | 6 | 7 | -7 | -2 | 3
N=c1n(Cc2ccc(Cl)cc2)c2ccccc2n1CC(O)COc1ccccc1 (stereo not drawn) | -2 | 21 | -7 | -2 | 34 | 5 | 3 | 16 | 17
N=c1c2ccccc2nc2n1CCCCCCC2 | -2 | 1 | -3 | -9 | 0 | -4 | 10 | 7 | 7
CSCCC(NC(=O)c1ccccc1)C(=O)N1CC=C(c2ccccc2)CC1 (stereo not drawn) | 2 | 1 | 2 | -1 | -1 | 6 | -6 | -13 | -3
CC(=O)Oc1ccc2c(=O)c(N3C(=O)c4ccccc4C3=O)c(C)oc2c1 | -1 | 0 | -3 | -4 | 2 | 15 | -14 | 0 | 6
Cc1noc(C)c1C(=O)OCC(=O)Nc1cc(Cl)ccc1Oc1ccccc1 | -6 | -2 | -17 | -3 | 1 | -3 | 6 | 5 | 18
O=C(COc1ccc(F)cc1)Nc1nccs1 | -2 | 1 | -5 | -2 | 0 | -3 | 3 | -13 | 6
Following part
SMILES | M5 ag | CHRM4 agonist | CHRM5 PAM | M1 ag | TAAR1 ag | CHRM1 PAM | M1 antag | CHRM4 antagonist | CHRM5 antagonist
COC(=O)c1ccc2c(=O)n(CCCCCC(=O)NCc3ccc4c(c3)OCO4)c(=O)[nH]c2c1 | 1 | 2 | -2 | -3 | 11 | 2 | 3 | 5 | 6
O=C(N/N=C/c1ccc(Cl)cc1)C(=O)N1CCCCCC1 | 0 | 1 | 3 | -6 | 4 | 13 | -1 | -2 | 1
COC(=O)[C@@]12C[C@@H](CC(=O)NCc3cccc(C(F)(F)F)c3)C(=O)N(Cc3ccc4c(c3)OCO4)C1=CCC(C)(C)C2 | -1 | 7 | 14 | x | 6 | x | x | -7 | -16
Cc1cc(C(=O)NCCCN2CCN(c3cc(Cl)ccc3C)CC2)n(-c2ccccc2)n1 | -2 | 7 | -7 | -9 | 2 | -3 | 2 | -11 | 1
Cc1c(C(=O)NCc2ccc3c(c2)OCO3)oc2ccccc12 | -3 | 0 | 0 | -7 | 9 | -2 | 0 | -8 | -7
COc1cccc(NC(=O)N2CCCC2)c1 | -3 | 1 | -6 | -5 | 5 | 16 | -12 | -9 | 9
Cc1cc(NS(=O)(=O)c2ccc(NC(=O)c3cc4c(=O)n5ccccc5nc4s3)cc2)nc(C)n1 | -5 | 1 | -4 | -6 | 1 | 12 | -18 | -6 | 2
CC(=O)Nc1cccc(NC(=O)CSc2n[nH]c(-c3ccccc3)n2)c1 | 0 | 2 | 3 | -1 | 3 | 14 | -10 | -2 | 2
Cc1ccc(CNC(=O)CS(=O)Cc2nc(-c3ccccc3Cl)oc2C)cc1 (stereo not drawn) | 1 | 8 | 8 | -3 | 1 | 9 | -10 | -13 | -4
Cc1cc(C(=O)CSc2nncn2C)c(C)n1-c1ccccc1 | -3 | 0 | 1 | -11 | 3 | 12 | -9 | 1 | -7
Cc1cc(C)c2nc(SCC(=O)NCCN3C(=O)CSC3=O)cc(C)c2c1 | -3 | 1 | -4 | -5 | 0 | 5 | 3 | 22 | 4
COc1ccc(NC(=O)CSc2nnc(-c3ccncc3)n2CC2CCCO2)c(OC)c1 (stereo not drawn) | -4 | 0 | 6 | 0 | 3 | 6 | -5 | -4 | -3
Oc1c(C(Nc2nccs2)c2ccc(C(F)(F)F)cc2)ccc2cccnc12 (stereo not drawn) | -7 | 0 | -8 | -4 | -2 | 4 | -12 | -3 | 7
CC(CN(C)Cc1ccccc1)OC(=O)c1ccccc1F (stereo not drawn) | -9 | -2 | 1 | -8 | -1 | 1 | -10 | -14 | -15
COc1ccc(C(=O)Nc2nc(C)cc(C)n2)cc1 | 0 | 0 | 3 | -2 | 1 | 11 | -16 | 22 | 4
COc1ccccc1NC(=O)N(Cc1ccco1)Cc1cc2c(C)ccc(C)c2[nH]c1=O | -1 | 1 | 0 | -2 | -2 | 3 | -4 | -5 | -3
Cc1ccc(NC(=O)c2ccc3c(c2)NC(=O)CS3)nc1 | 3 | 2 | -2 | 1 | 2 | 12 | -13 | 4 | 0
Nc1cc(N)cc(-c2nc3ccccc3[nH]2)c1 | 0 | 0 | 5 | -3 | 5 | 5 | -5 | 26* | -5
COc1ccc(Cl)cc1NC(=S)NC1CCCC1 | -14 | 1 | 1 | -9 | 0 | 1 | -16 | -9 | 12
Cc1ccc(N(C(C)C(=O)Nc2c(C)n(C)n(-c3ccccc3)c2=O)S(C)(=O)=O)cc1C (stereo not drawn) | 0 | 1 | 12 | -5 | 2 | 10 | 0 | 1 | 8
CCC1(C)Cc2c(sc3nnn(Cc4ccccc4Cl)c(=O)c23)CO1 (stereo not drawn) | 0 | -1 | 4 | -6 | 1 | 3 | -14 | -4 | -3
CC1CCCCN1CCNC(=O)CN1C(=O)COc2ccccc21 (stereo not drawn) | -7 | 1 | -8 | -13 | 3 | -20 | 21 | 8 | 6
COc1ccc(C(=O)N2c3cc4c(cc3C(C)=CC2(C)C)OCO4)cc1 | -10 | -2 | -11 | -5 | 4 | -10 | 4 | 0 | -19
Cc1ccnc2ccc(-c3nc4ccccc4o3)cc12 | 1 | 3 | 2 | -6 | 12 | -6 | -4 | -22 | -4
CCn1c(SCC(=O)c2ccc(CNC(C)=O)o2)nnc1-c1cccs1 | -5 | 1 | -11 | -4 | 13 | -1 | 0 | -21 | 0
O=C(CSc1ccc(Cl)cc1)Nc1cccc(NC(=O)c2ccco2)c1 | 2 | 18 | -5 | -1 | 7 | -8 | -3 | -15 | -2
Brc1ccc(-c2noc(COc3ccc4c(c3)CCC4)n2)o1 | -3 | -1 | -6 | 7 | -1 | 19 | -13 | -21 | -7
COc1ccc(C(CNC(=O)C(CC(C)C)NS(=O)(=O)c2ccc(C)cc2)N2CCOCC2)cc1 (stereo not drawn) | -1 | 0 | 1 | -7 | 0 | 4 | -3 | -7 | 2

Exported as labelled records: part of the list above.
COC(=O)c1ccc2c(=O)n(CCCCCC(=O)NCc3ccc4c(c3)OCO4)c(=O)[nH]c2c1
  M5 ag: 1
  CHRM4 agonist: 2
  CHRM5 PAM: -2
  M1 ag: -3
  TAAR1 ag: 11
  CHRM1 PAM: 2
  M1 antag: 3
  CHRM4 antagonist: 5
  CHRM5 antagonist: 6
O=C(N/N=C/c1ccc(Cl)cc1)C(=O)N1CCCCCC1
  M5 ag: 0
  CHRM4 agonist: 1
  CHRM5 PAM: 3
  M1 ag: -6
  TAAR1 ag: 4
  CHRM1 PAM: 13
  M1 antag: -1
  CHRM4 antagonist: -2
  CHRM5 antagonist: 1
COC(=O)[C@@]12C[C@@H](CC(=O)NCc3cccc(C(F)(F)F)c3)C(=O)N(Cc3ccc4c(c3)OCO4)C1=CCC(C)(C)C2
  M5 ag: -1
  CHRM4 agonist: 7
  CHRM5 PAM: 14
  M1 ag: x
  TAAR1 ag: 6
  CHRM1 PAM: x
  M1 antag: x
  CHRM4 antagonist: -7
  CHRM5 antagonist: -16
Cc1cc(C(=O)NCCCN2CCN(c3cc(Cl)ccc3C)CC2)n(-c2ccccc2)n1
  M5 ag: -2
  CHRM4 agonist: 7
  CHRM5 PAM: -7
  M1 ag: -9
  TAAR1 ag: 2
  CHRM1 PAM: -3
  M1 antag: 2
  CHRM4 antagonist: -11
  CHRM5 antagonist: 1

Bioassay records (PubChem BioAssay)
